# GLP1R ag: activates the human GLP-1 receptor. P43220. HEK293 GLP-1R CRE-luciferase, luminescence, 4-6 h; cells express a hypersensitive GLP-1R form. Potency, µM (series often up to 45.6 µM), inactives show top-dose activation, actives largely listed as activators. 380,000 compounds, 0.007% hits. AID 624172; also: potency is read from the fitted curve at half-maximal effect; % of control where 0% means no effect
# Target sequence (P43220 whole entry, looked up): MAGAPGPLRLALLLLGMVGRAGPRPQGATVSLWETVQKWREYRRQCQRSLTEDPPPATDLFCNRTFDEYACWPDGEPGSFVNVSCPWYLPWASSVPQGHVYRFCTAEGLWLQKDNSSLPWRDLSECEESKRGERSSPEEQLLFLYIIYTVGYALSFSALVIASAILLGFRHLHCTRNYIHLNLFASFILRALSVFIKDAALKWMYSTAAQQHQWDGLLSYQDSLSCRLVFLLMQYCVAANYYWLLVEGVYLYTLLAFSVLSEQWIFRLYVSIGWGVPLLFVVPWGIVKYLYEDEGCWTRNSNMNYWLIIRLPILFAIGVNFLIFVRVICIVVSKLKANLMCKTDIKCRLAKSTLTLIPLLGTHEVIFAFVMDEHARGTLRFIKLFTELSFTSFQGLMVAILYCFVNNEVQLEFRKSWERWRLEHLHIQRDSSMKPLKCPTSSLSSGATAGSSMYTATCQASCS
# HT1080-NT tox: kills 2HG-producing HT-1080-NT fibrosarcoma cells; Potency, µM (top dose mostly 46.1 µM), for inactives: at the top dose activity, negative = less viability, hits mostly cytotoxic; 360,000 compounds, 1.6% hits; HT-1080-NT fibrosarcoma viability, CellTiter-Glo ATP luminescence, 48 h;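 also: NT is the 2HG producing partner of a matched IDH1 knockdown line; potency is read from the fitted curve at half-maximal effect; 0% = DMSO-treated cells and -100% = media-only wells without cells; nearly all actives have a fitted effect of over 55% in size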
#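 A 48-hour cytotoxicity screen used HT-1080-NT cells plated 2 hours before compound delivery. ATP-based CellTiter-Glo luminescence measured viability, normalized to DMSO and no-cell controls.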
# KB-3-1 cytotox: kills parental KB-3-1 adenocarcinoma cells | Potency, µM (doses to about 46.1 µM), for inactives: at the highest dose activity change, negative = cytotoxic, actives largely listed as cytotoxic | 400,000 compounds, 1.4% hits | KB-3-1 viability, CellTiter-Glo ATP luminescence, 72 h; also: potency is read from the fitted curve at half-maximal effect; % is scaled to controls: 0 for no effect and ±100 for the full control effect; nearly all actives have a fitted effect of over 60% in size
#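 KB-3-1 parental drug-naive adenocarcinoma cells in DMEM/10% FBS, incubated 72 h at 37 C with pin-transferred compounds across a concentration series. Viability by CellTiter-Glo luminescence; concentration-response curves fitted after normalization.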
# KB-V1 cytotox: kills drug-selected multidrug resistant KB-V1 cells; 400,000 compounds, 3.4% hits; AID 1347076; Potency, µM (doses to about 46.1 µM), without a hit: at the highest dose activity change, negative = cytotoxicity, usual class: cytotoxic; KB-V1 MDR cells viability, CellTiter-Glo, 72 h; also: potency is read from the fitted curve at half-maximal effect; % is scaled to controls: 0 for no effect and ±100 for the full control effect; nearly all actives have a fitted effect of over 60% in size
#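 Cytotoxicity toward P-gp-expressing KB-V1 cells was determined as loss of CellTiter-Glo luminescence after 72 h at 37 degrees C. Compounds were tested in quantitative HTS format across a concentration range, with curves fitted to normalized data.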
# DRD3 antagonist: antagonists of human D3 dopamine receptor | P35462 | D3R cells, DiscoveRx beta-arrestin luminescence, antagonist mode; hits give low values | max response, negative = inhibition, % | 360,000 compounds, 2.5% hits; in the data active = max response below about -50%; inconclusive = no clear call, values can overlap the other calls; also: % is scaled to controls: 0 for no effect and ±100 for the full control effect; mostly tested at two doses, the higher about 12 µM
# Target sequence (P35462 whole entry, looked up): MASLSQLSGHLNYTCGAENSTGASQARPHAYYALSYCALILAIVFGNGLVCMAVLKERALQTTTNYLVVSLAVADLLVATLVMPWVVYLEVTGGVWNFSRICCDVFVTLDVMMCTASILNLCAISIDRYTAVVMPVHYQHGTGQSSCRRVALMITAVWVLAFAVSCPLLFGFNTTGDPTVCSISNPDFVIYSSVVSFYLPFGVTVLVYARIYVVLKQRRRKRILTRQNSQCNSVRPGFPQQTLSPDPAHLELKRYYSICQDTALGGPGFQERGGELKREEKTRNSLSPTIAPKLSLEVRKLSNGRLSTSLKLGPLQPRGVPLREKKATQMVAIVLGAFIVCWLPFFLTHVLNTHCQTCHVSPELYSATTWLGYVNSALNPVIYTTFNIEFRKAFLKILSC
#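 Cells plated overnight at 1500 cells/well, then exposed to library compounds with dopamine controls for 90 minutes at 37 degrees C. DiscoveRx reagent added for 30–60 minutes at room temperature; luminescence read, quantitative HTS format.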
# IL1B secr inh: blocks inflammasome-driven IL-1 beta release; THP-1 LPS/ATP IL-1B secretion, AlphaLISA, 16 h; hits give low values; activity change, % at 57.5 µM; 360,000 compounds, 4.7% hits; in the data active = activity change below about -50%; inconclusive = mostly about -30% to -49%; also: % is scaled to controls: 0 for no effect and ±100 for the full control effect
#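 THP-1 cells pretreated 1 hr with compounds (up to 57.5 uM final), then stimulated with LPS (250 ng/mL final) plus ATP (1.25 mM final); secreted IL-1B measured by AlphaLISA after 16 hr, decreased signal indicating inhibition.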
# SW480 rerep: inducers of DNA re-replication in SW480 colon cancer cells; SW480 DNA re-replication, Hoechst DNA content imaging, 48 h; Potency, µM (top dose mostly 46.1 µM), without a hit: top-dose re-replication activation, hits mostly activators; 340,000 compounds, 1.8% hits; AID 624297; also: potency is read from the fitted curve at half-maximal effect; % of control where 0% means no effect; nearly all actives have a fitted effect of over 55% in size
#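 DNA re-replication was detected as more nuclei of elevated Hoechst intensity after 48 hr exposure to compound (23 nL pinned per well of 250 cells).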
# DRD3 agonist: D3 dopamine receptor (human) agonism; P35462; D3R DiscoveRx beta-arrestin cells, luminescence, 90 min; max activation, %; 410,000 compounds, 0.58% hits; AID 652048; in the data active = max activation above about 30%; also: 0% is about no effect; mostly tested at two doses, the higher about 12 µM
#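 Agonist mode: compounds and dopamine controls were applied to plated cells for 90 min at 37 degrees C after an overnight attachment at 1500 cells/well. Luminescent read-out followed 30 - 60 minutes at room temperature with DiscoveRx detection reagent.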
# HT1080 IDH1KD tx: HT-1080 IDH1 knockdown cell toxicity (counter line); 360,000 compounds, 2% hits; HT-1080 IDH1 knockdown viability, ATP luminescence, 48 h; Potency, µM (highest dose often 46.1 µM), inactives show at the highest dose activity, negative = toxicity, actives largely listed as cytotoxic;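 also: potency is read from the fitted curve at half-maximal effect; 0% = DMSO wells and -100% = cell-free medium wells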
#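 HT-1080-IDH1KD cells (IDH1 knocked down), 750/well in RPMI with 5% FBS, treated with compound 48 h at 37 degrees C. Viability by CellTiter-Glo luminescence, normalised to DMSO and no-cell wells; concentration-response curves classed.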
# The depositor's hits bear a star; u = inconclusive; x = not tested or not shown; & = joins results of further samples; [ ] = remark or other dose. Unless noted, calls follow the shape of the dose curve; as a rule, active = well fitted curve in the direction sought with a large enough effect; inconclusive = small, poorly fitted or top-dose-only effect, or another doubt; inactive = no such curve, though single readings can be large; an effect the other way counts as inactive or inconclusive.
SMILES,GLP1R ag,HT1080-NT tox,KB-3-1 cytotox,KB-V1 cytotox,DRD3 antagonist,IL1B secr inh,SW480 rerep,DRD3 agonist,HT1080 IDH1KD tx
CC(C)(C)N(Cc1ccccc1)C(=O)COC(=O)C1=NN(c2ccccc2)C(=O)CC1,-0.9%,-1.0%,4.6%,5.9%,2.6,18.9,-2.0%,1.0,-7.7%
CC(C)CN(C(=O)COc1ccc2ccc(=O)oc2c1)C1CCS(=O)(=O)C1 (stereo not drawn),-5.5%,-1.6%,-28.4%,u,6.6,-7.0,-3.2%,-12.0,-3.5%
Cc1ccc(N(Cc2ccc([N+](=O)[O-])cc2)C(=O)c2ccco2)cc1C,14.7%,-1.7%,-26.9%,10.3µM*,3.1,-16.4,0.5%,3.9,-8.3%
CCC[C@@H](NS(=O)(=O)c1ccc(C)cc1)C(=O)Oc1ccc2c3c(c(=O)oc2c1)CCC3,-11.2%,-3.5%,20.8%,12.1%,27.8,2.3,-7.9%,21.1,15.5%
O=C(Nc1ccccc1Cl)c1cccc(NC(=O)C2CCCC2)c1,2.8%,10.6%,-1.2%,6.2%,9.9,-13.7,5.9%,0.5,7.8%
CCOC(=O)Cn1nc(-c2ccc(C)cc2)c2ccccc2c1=O,4.4%,-10.9%,-2.4%,u,9.3,8.5,-2.6%,2.4,-9.1%
COc1ccc(OC)c(N/C(=N/C(=S)Nc2ccccc2)Nc2nc(C)cc(C)n2)c1,12.3%,5.7%,1.7%,-20.7%,16.9,-2.4,-1.2%,0.5,6.2%
C=CCSc1nnc(Cc2c(C)[nH]c3ccccc23)o1,2.5%,8.1%,3.9%,4.2%,-3.3,7.7,-9.4%,0.8,13.5%
COC(=O)[C@@]12C[C@@H](CC(=O)NCc3ccccc3)C(=O)N(Cc3cccc4ccccc34)C1=CCC(C)(C)C2,x,u,-8.1%,u,u,-82.8*,x,-16.6,u
O=C(CNC(=O)c1ccco1)N/N=C/c1ccc(O)c([N+](=O)[O-])c1,6.1%,10.3%,15.5%,9.5%,-21.3,0.3,-8.3%,-4.1,4.6%
CN(c1ccc(C(=O)Nc2ccc(Cl)cn2)cc1)S(=O)(=O)c1ccccc1,-1.8%,u,-4.5%,u,3.0,-8.7,14.9%,-6.5,-20.2%
CC(=O)OCC1OC(OC(C)=O)C(NC(=O)c2cccnc2)C(OC(C)=O)C1OC(C)=O (stereo not drawn),-5.8%,1.8%,20.1%,-6.1%,-20.4,2.1,2.1%,-2.1,9.9%
CCN1CCN(c2c(Cl)cccc2NC(=O)c2cc3ccccc3o2)CC1,-5.2%,-1.8%,1.0%,-16.1%,-20.7,-24.6,15.7%,-10.6,-0.3%
CCOc1ccccc1NC(=O)c1ccc(S(=O)(=O)N(C)C)cc1,9.9%,-0.9%,1.3%,u,-28.9,-15.3,0.5%,-1.4,7.7%
O=C(COC(=O)c1cccc2ccccc12)NCCCc1ccccc1,6.0%,14.0%,-17.8%&0.0%,0.5%&7.0%,2.0,-7.6,x,-5.2,11.0%
Cc1c(NCc2ccccc2O)c(=O)n(-c2ccccc2)n1C,-0.6%,-9.9%,1.0%,-3.5%,4.8,28.0,-13.3%,5.9,-4.6%
O=C(O)C1C2C=CC(C2)C1C(=O)Nc1ccc(C(=O)N2CCCCC2)cc1 (stereo not drawn),-10.8%,-1.1%,1.0%,1.5%,-20.3,10.4,-0.3%,-5.7,0.3%
O=C(C[C@@H]1C/C=C\CC[C@H](Cc2ccc(F)cc2)C(=O)OC[C@@H](Cc2ccccc2)NC1=O)NCCO,0.6%,18.1%,3.4%,7.3%,6.9,7.6,1.2%[9.22 µM],3.8,4.3%
Cc1c(NC(=S)N/N=C/c2cc([N+](=O)[O-])ccc2O)c(=O)n(-c2ccccc2)n1C,-2.5%,-24.6%,0.0%,1.6%,192.4,16.2,29.6%,-4.5,u
Cn1ccnc1/C(=N\NC(=O)c1ccc(O)cc1)c1cccc([N+](=O)[O-])c1,-1.0%,3.9%,11.4%,15.0%,-10.7,-12.6,-7.4%,-9.0,0.3%
O=C(Nc1ccccc1)c1sc2cc(C(F)(F)F)cnc2c1-c1cccs1,-9.3%,0.2%,3.3%,-21.3%,22.7,14.1,u,6.4,15.3%
CC(=O)Nc1c2c(nn1-c1ccc(C)cc1)CSC2,6.0%,-2.7%,4.6%,4.4%,-9.2,-5.1,-17.1%,-1.2,9.9%
Cc1ccc(NCc2nc3ccccc3n2C)c(C)c1,-0.2%,-15.9%,-15.3%,-11.9%,13.3,-17.3,0.3%,7.3,-10.0%
Cc1cccc(C)c1NC(=S)/C(=C(\[O-])c1cccs1)[n+]1ccccc1,0.3%,10.4%,-3.5%,27.1%,-12.4,7.2,-3.6%,3.9,3.4%
CN(CCOc1ccccc1)C(=O)c1cc(-c2ccco2)nc2ccccc12,12.2%,7.5%[9.24 µM],-11.4%,-19.4%,26.0,-6.8,-27.4%,7.8,-6.6%
c1ccc(Cn2ncc3c(NCc4ccco4)ncnc32)cc1,4.5%,u,0.7%,-0.4%,u,-6.4,4.9%,-5.6,-2.4%[9.24 µM]
CCOc1ccc(S(=O)(=O)N2CCCCC2)cc1NS(=O)(=O)c1cccs1,3.3%,0.6%,-11.3%,-3.0%,-3.8,14.7,-1.4%,1.2,-1.5%
COC(=O)C1=CN(CC2CCCO2)C=C(C(=O)OC)C1c1cc(OC)c(OC)c(OC)c1 (stereo not drawn),-1.2%,-4.5%,-1.9%,0.0%,9.1,16.9,-10.3%,-1.5,-11.9%
COc1ccc(N2C(C)=CS/C2=C(/C#N)c2nnc(N3CCOCC3)n2-c2ccccc2)cc1,2.3%,u,7.2%,0.4%,12.1,1.5,6.1%,-2.8,u
O=C(COc1ccccc1)NC(=S)Nc1cccc2cc(O)ccc12,-5.4%,6.4%,-1.1%,4.5%,-12.9,-8.4,u,0.1,-13.4%
CC(C)N1CCC(N2CCN(C3CCCCCC3)CC2CCO)CC1 (stereo not drawn),-2.2%,0.8%,-9.6%,-25.5%,-28.3,-28.0,-0.8%,-8.6,-4.8%
CC(=O)Oc1ccc2oc(=O)c3c(c2c1)CCCN3C(=O)CN1CCN(c2ncccn2)CC1,0.2%,1.3%,12.8%,-2.5%,-14.0,1.6,-4.8%,4.7,-1.2%
Cc1cccc(NS(=O)(=O)c2nnc(NC(=O)c3cccc(C)c3)s2)c1,-4.5%,-10.5%,-3.3%&-3.4%,5.0%&4.2%,u,-18.9,-4.6%,-3.5&-7.9,-3.2%
COc1ccc(Cl)cc1NC(=S)NCc1cccnc1,-0.5%,-0.4%,-4.3%,-22.0%,8.1,16.6,0.3%,0.3,-1.7%
O=C(NN=C(Cc1ccccc1)Cc1ccccc1)c1ccc(F)cc1,0.0%,-0.8%,3.9%,29.2%,-18.0,-8.3,1.1%,-2.7,1.7%
CCOc1cc(CNCc2ccccc2)ccc1OCc1ccc(Cl)cc1,11.9%,14.6µM*,u,0.0%,6.6,-93.9*,14.6µM*,-11.5,u

# Whole records as entered above. Values in the order: GLP1R ag	HT1080-NT tox	KB-3-1 cytotox	KB-V1 cytotox	DRD3 antagonist	IL1B secr inh	SW480 rerep	DRD3 agonist	HT1080 IDH1KD tx
# c1ccc(Cn2ncc3c(NCc4ccco4)ncnc32)cc1 is listed with 4.5%	u	0.7%	-0.4%	u	-6.4	4.9%	-5.6	-2.4%[9.24 µM]
# CC(C)N1CCC(N2CCN(C3CCCCCC3)CC2CCO)CC1 (stereo not drawn) is listed with -2.2%	0.8%	-9.6%	-25.5%	-28.3	-28.0	-0.8%	-8.6	-4.8%

# Carrying on.
SMILES,GLP1R ag,HT1080-NT tox,KB-3-1 cytotox,KB-V1 cytotox,DRD3 antagonist,IL1B secr inh,SW480 rerep,DRD3 agonist,HT1080 IDH1KD tx
C=CCN(Cc1nc(-c2ccccc2)no1)C(=O)c1ccco1,14.8%,0.0%,0.0%,15.7%,-20.2,-6.9,-4.6%,0.6,1.5%
O=C(Nc1ccc2sccc2c1)c1ccc(Cl)s1,-3.1%,0.2%,-2.4%,-6.4%,0.0,-7.3,-2.1%,-7.5,3.6%
O=C(C1CCN(S(=O)(=O)c2ccc(-n3cnnn3)cc2)CC1)N1CCCCC1,-0.3%,1.2%,u,u,-3.0,27.4,-5.5%,-5.5,-1.9%
CCOC(=O)c1cc2occc2n1CC(=O)NCCOC,-5.6%,6.5%,15.9%,u,31.0,1.7,1.5%,4.2,3.1%
CC12CCC(=O)N1c1ccccc1C(=O)N2c1ccccc1 (stereo not drawn),0.3%,0.0%,-2.6%,-27.7%,-18.2,18.4,-4.9%,-0.3,5.9%
Cc1cccc(-c2nsc(SCC(=O)N3CCCC3)n2)c1,6.8%,1.4%,-12.0%,16.4µM*,12.5,-20.6,-4.5%,4.9,-4.0%
CCOC(=O)N1CCN(Cc2nc3c(c(=O)n(C)c(=O)n3C)n2Cc2ccc(F)cc2)CC1,2.8%,-23.5%,-8.6%,-2.1%,6.1,-5.1,-13.2%,9.0,-1.8%
O=C(c1ccc(Cl)c([N+](=O)[O-])c1)N(Cc1ccccc1)C1CCS(=O)(=O)C1 (stereo not drawn),0.9%,2.4%,6.5%,-29.2%,16.1,-12.7,-16.1%,-15.9,12.3%
Cc1cccc(NC(=O)CN2C(=O)c3ccccc3S2(=O)=O)n1,6.1%,11.0%,1.3%,12.5%,-2.7,-2.4,u,6.0,10.4%
O=C(OCC(=O)N1CCN(C(=O)c2ccco2)CC1)c1cc(=O)c2ccccc2o1,-12.9%,11.0%,10.1%,24.8%,7.3,22.9,-23.0%[9.22 µM],-2.9,0.8%
Cc1ccc(S(=O)(=O)NNC(=O)C(=O)NNS(=O)(=O)c2ccc(C)cc2)cc1,-0.6%,6.7%,13.1%,-5.2%,2.4,11.5,-4.2%,22.0,10.2%
CC(=O)Nc1ccc(S(=O)(=O)N(C)Cc2ccccc2)cc1,-7.0%,6.3%,20.1%,u,5.6,-0.3,-3.9%,0.8,8.9%

# Screening results as filed in PubChem.
